SKN-1 inh: blocks SKN-1 activity in C. elegans; 360,000 tested, 0.49% active; C. elegans VP596 Pgst-4::GFP/RFP ratio, acrylamide-induced, 24 h; inhibition, % at 21.8 µM;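 active = interference check ratio from 0.5 to 1.5 plus GFP to RFP signal ratio inhibition reaching or exceeding a fixed threshold, cut at about 30% in these data, passing the limit was not always enough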; note: some compounds called inactive have numbers as strong as hits
DNMT1 block: DNMT1 (human) enzyme inhibition. 360,000 tested, 0.83% active. DNMT1 molecular beacon, Hinp1I cleavage, fluorescence. AID 588458. inhibition (reported as % activation of signal), % at 10 µM; in the data active = inhibition above about 50%
SUMO1 PPI mod: modulators of human SUMO1-mediated protein-protein interactions. P63165. SUMO1 binding to a labelled peptide, TR-FRET, 1 h. inhibition, % at 20 µM. 360,000 tested, 0.33% active. AID 602429; in the data active = inhibition above about 37%
Target sequence (P63165 whole entry, looked up): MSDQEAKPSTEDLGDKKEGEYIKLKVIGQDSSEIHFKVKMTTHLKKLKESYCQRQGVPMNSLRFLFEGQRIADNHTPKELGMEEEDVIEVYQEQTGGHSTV
Scp1 inh: inhibitors of human Scp-1 phosphatase. Q9GZU7. Recombinant Scp1, phosphopeptide, malachite green phosphate absorbance. inhibition, % at 20 µM. 340,000 tested, 0.88% active. AID 493091;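 active = inhibition above about 50% at 20 µM, limit read from the data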;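 note: plate controls were DMSO wells with enzyme for no effect and wells lacking enzyme for full effect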
Target sequence (Q9GZU7 76-261 limits assumed): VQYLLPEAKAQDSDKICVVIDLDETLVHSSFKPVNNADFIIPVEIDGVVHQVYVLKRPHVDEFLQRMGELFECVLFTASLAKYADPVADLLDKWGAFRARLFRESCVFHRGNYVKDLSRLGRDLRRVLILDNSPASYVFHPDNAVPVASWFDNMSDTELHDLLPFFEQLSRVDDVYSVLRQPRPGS
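Assay system: SCP-1 catalytic fragment, aa 76-261 | Buffer or medium: Tris acetate buffer pH 5.5 with MgCl2 and Tween-20 | Compound: One concentration, 20 µM, with 1.0% DMSO | Also added: Phospho 17-mer peptide substrate | Signal: Absorbance at 630 nm | Incubation: 45 min enzyme reaction at room temperature | Measure: % inhibition of SCP-1 phosphate liberation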
STEP inh: STEP (human) phosphatase inhibition; P54829; recombinant STEP, OMFP fluorogenic substrate, fluorescence; inhibition, % at 20 µM; 360,000 tested, 0.25% active;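 active = inhibition at 20 µM, scaled per plate between control wells, above about 37%, limit read from the data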;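 note: 0% = DMSO with enzyme and substrate and 100% = substrate only without enzyme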
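material = STEP tyrosine phosphatase | reagent = fluorogenic phosphatase substrate OMFP at 25 µM final | doses = single compound dose of 20 µM, 1% DMSO final | schedule = 20 min reaction, room temperature, in the dark | measured by = fluorescence, 480/540 nm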
NadD inh: NadD (S. aureus) enzyme inhibition | purified NadD enzyme, colorimetric absorbance read-out | inhibition, % at 20 µM | 360,000 tested, 0.78% active; in the data active = inhibition above about 26%; note: some compounds past the cut are filed as inactive
LMPTP block: blocks human LMPTP phosphatase | 360,000 tested, 0.22% active | recombinant LMPTP-A, OMFP fluorogenic substrate, fluorescence intensity | inhibition, % at 20 µM;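 active = compounds that cut the enzyme signal by at least half of the control window in the single-dose screen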;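 note: plate controls were DMSO wells with enzyme plus substrate for no effect and substrate without enzyme for full effect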
Target sequence (P24666 whole entry, looked up): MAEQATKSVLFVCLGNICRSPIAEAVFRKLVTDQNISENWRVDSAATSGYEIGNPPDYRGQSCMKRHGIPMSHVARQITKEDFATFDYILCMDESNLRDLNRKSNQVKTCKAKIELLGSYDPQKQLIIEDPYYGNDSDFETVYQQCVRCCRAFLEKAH
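test system = LMPTP-A | amount = 0.625 nM LMPTP-A final | reagent = fluorogenic phosphatase substrate OMFP at 400 µM final | incubation = 50 min at room temperature | benchmarks = no-enzyme low control, uninhibited high control | medium = Bis-Tris pH 6.0, DTT, detergent | signal = fluorescence intensity of OMFP turnover product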
CendR NRP1 mod: alters CendR peptide binding to human NRP-1 | 360,000 tested, 0.85% active | FAM-RPARPAR peptide binding to NRP-1, fluorescence polarization | O14786 | AID 602438 | inhibition, % at 25 µM;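 active = inhibition or corrected inhibition above about 18%, plus a signal ratio from 0.5 to 1.5, limit read from the data, passing the limit was not always enough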; note: strong numbers were not always called active
Rpn11 block: Rpn11 (human) deubiquitinase inhibition; O00487; human 26S proteasome, Ub4-pepOG fluorescence polarization; 20S core pre-blocked with epoxomicin; calls only at 20 µM; 360,000 tested, 0.59% active;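 active = inhibition at 20 µM, scaled to each plate's controls, above about 33%, limit read from the data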
Target sequence (O00487 whole entry, looked up): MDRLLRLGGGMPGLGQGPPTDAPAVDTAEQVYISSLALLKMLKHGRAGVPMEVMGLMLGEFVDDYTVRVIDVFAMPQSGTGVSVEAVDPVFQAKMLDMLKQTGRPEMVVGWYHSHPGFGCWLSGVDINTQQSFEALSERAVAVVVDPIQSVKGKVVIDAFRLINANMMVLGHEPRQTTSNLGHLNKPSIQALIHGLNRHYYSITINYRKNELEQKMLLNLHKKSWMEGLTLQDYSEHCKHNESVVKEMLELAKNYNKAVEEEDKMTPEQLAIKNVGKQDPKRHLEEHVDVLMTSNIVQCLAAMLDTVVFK
MT1-MMP act inh: blocks activation of human MT1-MMP; P50281; HT1080 RFP-PRO-GFP cells, GFP/RFP ratio fluorescence, overnight; percent of plate control window, DMSO zero; GFP/RFP ratio change, % at 20 µM; 360,000 tested, 0.061% active;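 active = GFP/RFP ratio change of at least 30% with cell ATP level not reduced by more than half and red fluorescence within 50% of control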; note: strong numbers were not always called active
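system = RFP-PRO-GFP reporter HT1080 cells | dosing = 20 µM single dose, 1% DMSO | timing = overnight cell settling, then overnight compound exposure, 37 °C, 5% CO2 | read-out basis = GFP/RFP fluorescence ratio | controls = DMSO and RFP-L50D-GFP cell wells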
Starred values were filed as active, the others as inactive; i = inactive; / = not tested or not shown. Random draw from the library (roughly 3.9% active in at least one column).

structure | SKN-1 inh | DNMT1 block | SUMO1 PPI mod | Scp1 inh | STEP inh | NadD inh | LMPTP block | CendR NRP1 mod | Rpn11 block | MT1-MMP act inh
CCC(=O)Nc1ccc(OC)cc1OC | 1 | -1 | -5 | -9 | -2 | -9 | -1.7 | 4 | i | 0
Cc1cc2occ(CC(=O)NNC(=O)c3ccccc3)c2cc1C | 13 | -3 | -1 | -5 | -1 | 1 | 1.0 | 9 | i | -2
CC1CCCN(S(=O)(=O)c2ccc(NC(=O)CN3CCN(C)CC3)cc2)C1 (stereo not drawn) | -12 | 1 | -4 | -5 | -2 | -3 | -6.2 | -10 | i | 1
CC(C)c1nnc(NC(=O)CCCCCN2C(=O)C3C4C=CC(C4)C3C2=O)s1 (stereo not drawn) | 1 | 4 | 0 | -5 | 0 | 4 | 0.8 | -15 | i | -1
CC(C)(C)NC(=O)NC(=O)CN1CCN(S(=O)(=O)c2ccc3c(c2)CCCC3)CC1 | -6 | 0 | 1 | 5 | 2 | -1 | 1.2 | 0 | i | -3
CC(C)CCN1CCN(C2CCN(c3ccccc3)CC2)CC1CCO (stereo not drawn) | -11 | -1 | 2 | 1 | 0 | -1 | -1.2 | 11 | i | 2
COC(=O)C1=C(C)N(CCCC(=O)O)C(=O)NC1c1cc2c(cc1[N+](=O)[O-])OCO2 (stereo not drawn) | 14 | 2 | 3 | 18 | 2 | -3 | 0.1 | 6 | i | -2
O=C(CCNc1cccc(Cl)c1)c1ccco1 | -4 | -1 | -1 | 1 | -2 | 0 | 0.4 | -8 | i | /
O=C1C2C3c4ccccc4C(c4ccccc43)[C@@H]2c2nc3ccccc3n21 (stereo partly drawn) | 31 | -4 | -1 | 5 | 2 | -2 | 2.3 | 3 | i | -7
COc1ccccc1Cc1c(-c2ccco2)nc2c(C)cc(Br)cn12 | 2 | 62* | 6 | / | 2 | 25 | 1.5 | -45 | i | -5
O=C(O)c1cc(S(=O)(=O)N2CCCCC2)ccc1N1CCOCC1 | 11 | 27 | 4 | -6 | 3 | 4 | -0.2 | 4 | i | -2
O=C(Nc1ccc(NC(=O)c2cccs2)cn1)c1ccccc1 | 3 | -2 | -2 | -3 | -2 | 6 | 0.2 | -5 | i | 5

The last 4 entries of the section before come first, to join the parts.
structure | SKN-1 inh | DNMT1 block | SUMO1 PPI mod | Scp1 inh | STEP inh | NadD inh | LMPTP block | CendR NRP1 mod | Rpn11 block | MT1-MMP act inh
O=C1C2C3c4ccccc4C(c4ccccc43)[C@@H]2c2nc3ccccc3n21 (stereo partly drawn) | 31 | -4 | -1 | 5 | 2 | -2 | 2.3 | 3 | i | -7
COc1ccccc1Cc1c(-c2ccco2)nc2c(C)cc(Br)cn12 | 2 | 62* | 6 | / | 2 | 25 | 1.5 | -45 | i | -5
O=C(O)c1cc(S(=O)(=O)N2CCCCC2)ccc1N1CCOCC1 | 11 | 27 | 4 | -6 | 3 | 4 | -0.2 | 4 | i | -2
O=C(Nc1ccc(NC(=O)c2cccs2)cn1)c1ccccc1 | 3 | -2 | -2 | -3 | -2 | 6 | 0.2 | -5 | i | 5
CC1(C)C(=O)Nc2ccccc2N1C(=O)COC(=O)c1cccc(O)c1 | 5 | 13 | 3 | 31 | 0 | -2 | 3.5 | 4 | i | -4
Cc1ccc(N2CCN(C3=NC(=O)/C(=C\c4cccs4)S3)CC2)cc1 | 10 | -2 | -16 | -7 | 2 | 0 | 4.6 | -6 | i | 2
Cc1oc2c(c(C)cc3oc(=O)c(CC(=O)N[C@@H](CCCNC(N)=O)C(=O)O)c(C)c32)c1C | 12 | 2 | -7 | -4 | 0 | 1 | -1.5 | -3 | i | -2
CC(C)c1ccc(S(=O)(=O)Nc2ccc3c(c2)OCO3)cc1 | -17 | -2 | 4 | -4 | -5 | -13 | -0.6 | -3 | i | 14
COc1cc2c(cc1OC)C(c1cc(OC)c(OC)c(OC)c1)NCC2 (stereo not drawn) | 7 | 4 | 1 | 0 | 2 | -1 | -1.4 | 9 | i | 7
CCC1(O)CC2CN(CCc3c([nH]c4ccccc34)C(C(=O)OC)(c3cc4c(cc3OC)N(C=O)C3C(O)(C(=O)OC)C(OC(C)=O)C5(CC)C=CCN6CCC43C65)C2)C1 (stereo not drawn) | 4 | -5 | 1 | 5 | 0 | 0 | -1.5 | -5 | i | 13
CC(C)Oc1ccc(S(=O)(=O)N2CCOCC2)cc1NC(=O)C(C)Oc1ccc(F)cc1 (stereo not drawn) | -4 | 2 | 0 | -10 | 3 | 0 | 0.3 | 9 | i | -8
O=C(CN(C(=O)CCC(=O)Nc1nccs1)c1ccc(F)c(Cl)c1)NCC1CCCO1 (stereo not drawn) | 3 | 3 | 8 | -2 | -2 | -9 | 0.3 | 2 | i | -1
Cc1cccnc1Nc1nc(-c2ccccc2)cs1 | 21 | 12 | 2 | 3 | 2 | -5 | 2.9 | 1 | i | 2
CN(Cc1ccccc1)C(=O)c1ccccc1NC(=O)c1ccccc1 | 14 | -4 | -2 | -13 | -3 | -6 | 2.7 | 1 | i | -3
Cc1ccccc1C(=O)NC1CCN(C(=O)NC2CCCCC2)CC1 | 20 | 0 | 1 | -6 | 1 | -5 | -0.6 | 5 | i | 6
Cc1c(NC(=O)c2c(NC(=O)CNC3CC3)sc3c2CCCC3)c(=O)n(-c2ccccc2)n1C | 1 | -2 | 2 | -7 | 0 | 7 | -0.4 | -6 | i | -4

Reformatted: results already given
CN(Cc1ccccc1)C(=O)c1ccccc1NC(=O)c1ccccc1
  SKN-1 inh: 14
  DNMT1 block: -4
  SUMO1 PPI mod: -2
  Scp1 inh: -13
  STEP inh: -3
  NadD inh: -6
  LMPTP block: 2.7
  CendR NRP1 mod: 1
  Rpn11 block: i
  MT1-MMP act inh: -3
Cc1ccccc1C(=O)NC1CCN(C(=O)NC2CCCCC2)CC1
  SKN-1 inh: 20
  DNMT1 block: 0
  SUMO1 PPI mod: 1
  Scp1 inh: -6
  STEP inh: 1
  NadD inh: -5
  LMPTP block: -0.6
  CendR NRP1 mod: 5
  Rpn11 block: i
  MT1-MMP act inh: 6
Cc1c(NC(=O)c2c(NC(=O)CNC3CC3)sc3c2CCCC3)c(=O)n(-c2ccccc2)n1C
  SKN-1 inh: 1
  DNMT1 block: -2
  SUMO1 PPI mod: 2
  Scp1 inh: -7
  STEP inh: 0
  NadD inh: 7
  LMPTP block: -0.4
  CendR NRP1 mod: -6
  Rpn11 block: i
  MT1-MMP act inh: -4

Continuation:
structure | SKN-1 inh | DNMT1 block | SUMO1 PPI mod | Scp1 inh | STEP inh | NadD inh | LMPTP block | CendR NRP1 mod | Rpn11 block | MT1-MMP act inh
CSCCC(NC(=O)c1ccc(Cl)cc1)C(=O)O (stereo not drawn) | -2 | 3 | -2 | 21 | 1 | 1 | -1.7 | 7 | i | -1
Cc1cnc(C(=O)N2CCN(c3ccc(C(F)(F)F)cn3)CC2)cn1 | 4 | 0 | 1 | -7 | 0 | 6 | -1.8 | 6 | i | -3
O=C(COC(=O)c1ccccc1C(=O)c1ccccc1)Nc1ccc(SC(F)F)cc1 | 5 | -11 | 1 | -15 | -1 | -16 | 2.7 | 6 | i | 5
Cc1ccc(-n2ncc3c(=O)[nH]c(SCC(=O)N4CCCCC4)nc32)cc1 | -2 | 0 | 6 | 0 | 0 | 1 | -2.2 | -5 | i | -3
CCOCCn1c(CN2CCN(c3ccc(OC)cc3)CC2)nc2c1c(=O)n(C)c(=O)n2C | 3 | 0 | 4 | -8 | -4 | -5 | -1.8 | -2 | i | 6
Cc1ccnc(NC(=O)/C=C/c2ccccc2Cl)c1 | 6 | 3 | -5 | 1 | -4 | 4 | 0.1 | 13 | i | -6
COCCn1c(-c2cccs2)csc1=Nc1cccnc1 | 8 | -11 | 0 | 1 | 4 | 9 | 1.8 | 4 | i | -4
CCn1c(-c2ccc(OC)c(OC)c2)n[nH]c1=S | 0 | -4 | 1 | -4 | -2 | -4 | -1.7 | 13 | i | 8
COC(=O)c1cc(=O)n(CCc2ccc(OC)cc2)c(=Nc2ccc(F)c(Cl)c2)s1 | -10 | -13 | -3 | -19 | -1 | -3 | 2.4 | -11 | i | -10
COc1ccc(OC)c2nc3c(C(=O)NCCN(C)C)cccc3nc12 | -1 | 38 | -44 | 7 | 3 | -1 | 2.4 | 3 | i | 14
COc1ccc(NC(=O)COC(=O)C2CCN(S(=O)(=O)c3ccccc3)CC2)cc1Cl | 3 | -3 | 1 | -15 | -1 | -6 | 0.9 | 1 | i | 3
COc1ccccc1NC(=O)Nc1nn(C)c2cccc(OC)c12 | 16 | -6 | 2 | -7 | 0 | -2 | -0.4 | -11 | i | 5

Continued:
structure | SKN-1 inh | DNMT1 block | SUMO1 PPI mod | Scp1 inh | STEP inh | NadD inh | LMPTP block | CendR NRP1 mod | Rpn11 block | MT1-MMP act inh
COCCOc1ccc(C(F)(F)F)cc1NC(=O)CN1C(=O)NC(C)(c2ccc3c(c2)OCO3)C1=O (stereo not drawn) | -13 | -1 | -1 | -4 | 0 | -8 | 1.3 | -16 | i | 0
O=S(=O)(NCC1CCN(c2ccc(S(=O)(=O)N3CCOCC3)cc2)CC1)c1ccccc1 | 19 | -3 | -1 | 0 | -2 | 2 | -0.2 | -6 | i | -1
O=C(COc1ccc(Cl)cc1Cl)N/N=C/C1CC=CCC1 (stereo not drawn) | -15 | -1 | -2 | -5 | -1 | -6 | 1.0 | -6 | i | 1
NC(=O)c1cc(S(=O)(=O)N2CCCC2)ccc1OCCOc1ccccc1 | -1 | 4 | 7 | -8 | 0 | 1 | -0.5 | 2 | i | -2
CCCOc1ccc(C(=O)N2CC3(CC(c4cccc(NC(=O)[C@@H]5CCC(=O)N5)c4)=NO3)C[C@H]2C(=O)NC2(C(N)=O)CC2)cc1 (stereo partly drawn) | 1 | -2 | 35 | 0 | 5 | 6 | 1.9 | 8 | i | 1
Cc1nn(-c2ccccc2)c(C)c1NC(=O)COC(=O)c1ccccc1 | 8 | -1 | 2 | -7 | 2 | -5 | -1.2 | 2 | i | 0
COc1ccc(CCC(=O)OCC(=O)NCc2ccc3c(c2)OCO3)cc1 | 17 | 0 | 5 | -7 | -1 | -9 | 0.8 | 0 | i | -2
COc1ccc(CNC(=O)N2CCN(c3cccc(C)c3C)CC2)cc1OC | -3 | 3 | 1 | 1 | 0 | -1 | -0.3 | 14 | i | 1
CC(OC(=O)CN1C(=O)NC2(CCCC2)C1=O)C(=O)Nc1cccc(Cl)c1Cl (stereo not drawn) | 2 | 2 | 1 | -6 | 2 | -1 | -0.8 | -3 | i | 0

Compound activity as filed in PubChem.
